Screening data from PubChem BioAssay.
GLS inh = glutaminase GLS (human) inhibition; GLS enzymatic activity, qHTS titration; O94925; hit rate 0.21% among 410,000; Potency, µM (highest dose often 45.5 µM), without a hit: top-dose activity change, negative = inhibition, usual class: inhibitors; note: % is set by controls: 0 for no effect and ±100 for the full control effect
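Glutamate formation by hKGA was monitored fluorometrically using coupled glutamate oxidase, HRP and Amplex Red. Substrate was added as 1 mM L-glutamine solution; incubation was 30 min at RT after an initial read.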
G9a block = G9a (human) methyltransferase inhibition. hit rate 8.8% among 350,000. Q96KQ7. Potency, µM (top dose mostly 102 µM), inactives show at the highest dose activity, negative = inhibition, actives largely listed as inhibitors. G9a H3K9 monomethylation, AlphaScreen, 2 h. AID 504332; note: % is set by controls: 0 for no effect and ±100 for the full control effect; nearly all actives have a fitted effect of over 75% in size
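G9a (20 nM) was preincubated 15 min with compound, then reacted 2 h at room temperature with 500 nM biotin-H3K9 peptide and 20 µM SAM. Monomethyl-H3K9 detected by AlphaScreen using anti-H3K9me1 antibody.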
BLM helicase inh = blocks DNA unwinding by human BLM helicase | P54132 | recombinant BLM DNA unwinding, fluorescence dequenching | Potency, µM (doses to about 56.1 µM), for the others: top-dose activity change, negative = inhibition, usual class: inhibitors | hit rate 0.2% among 350,000;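 note: plate controls were vehicle for no effect and no enzyme for full effect; nearly all actives have a fitted effect of over 35% in size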
Pin1 inhibitor = blocks the human prolyl isomerase Pin1; Q13526; Pin1 FP peptide displacement, HiFluor488, 10 min; Potency, µM (doses to about 115 µM), for the others: at the highest dose activity, negative = inhibition, most hits filed as inhibitors; hit rate 0.009% among 390,000; AID 504891; active = well fitted inhibition curve with a large enough effect in the polarisation, with a control signal flat, not every such curve was filed as active; inconclusive = small, poorly fitted or top-dose-only effect, or effect the other way, or a change in a side signal; inactive = no such curve, though single readings can be large or run the other way; the % refers to the polarisation; note: % is set by controls: 0 for no effect and ±100 for the full control effect
JMJD2A Tudor = JMJD2A Tudor domain (human) inhibition; AlphaScreen JMJD2A-Tudor / H3K4me3 peptide binding; AID 504339; O75164; hit rate 4.4% among 390,000; Potency, µM (series often up to 114 µM), inactives show at the highest dose activity change, negative = inhibition, most hits filed as inhibitors; note: % is set by controls: 0 for no effect and ±100 for the full control effect; nearly all actives have a fitted effect of over 50% in size
PGK inhibitor = inhibitors of T. brucei phosphoglycerate kinase; PGK/GAPDH coupled, Kinase-Glo luminescence, 60 min; P07378; Potency, µM (top dose mostly 57.5 µM), inactives show at the top dose activity change, negative = inhibition, hits mostly inhibitors; hit rate 0.043% among 380,000; note: % is set by controls: 0 for no effect and ±100 for the full control effect; nearly all actives have a fitted effect of over 60% in size
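Luminescent ATP detection (Kinase-Glo Plus) follows a 60-minute room-temperature incubation, with wells lacking PGK as controls. Buffer: 100 mM TEA (pH 7.6), 5 mM MgCl2, 0.01% Tween-20. Coupling enzyme GAPDH (100 nM final) supplies unstable 1,3-BPG in-well.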
HP1b binding inh = blocks HP1-beta chromodomain binding to methylated histone tails | P83916 | AlphaScreen HP1-beta / biotin-H3K9me3 peptide binding | Potency, µM (titrated, usually from 114 µM), inactives show at the highest dose activity change, negative = inhibition, most hits filed as inhibitors | hit rate 0.56% among 390,000; note: nearly all actives have a fitted effect of over 70% in size; inactives centre near 23
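HP1-beta protein (50 nM final) preincubated 30 min at room temperature with biotinylated H3(1-18)K9me3 peptide (50 nM) in PBS pH 7.4, 0.01% Tween-20, then compound added for 30 min. AlphaScreen streptavidin donor/nickel chelate acceptor beads (10 ug/mL final), 30 min dark, luminescence read.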
POLI inh = inhibitors of human DNA polymerase iota | Pol iota fluorescent replication assay, 10 min | Q9UNA4 | AID 588590 | hit rate 1% among 390,000 | Potency, µM (titrated, usually from 115 µM), inactives show at the top dose activity, negative = inhibition, hits mostly inhibitors
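Pol iota at 10 nM preincubated 15 min with compounds at room temperature; reaction started with fluorescent substrate, 50 nM final. Fluorescence read kinetically at 0 and 10 min; buffer-only wells as negative control.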
BAZ2B block = BAZ2B (human) inhibition. AlphaScreen BAZ2B-H3K14Ac peptide displacement. Q9UIF8. hit rate 4.4% among 360,000. Potency, µM (titrated, usually from 114 µM), inactives show at the highest dose activity change, negative = inhibition, actives largely listed as inhibitors; note: % is set by controls: 0 for no effect and ±100 for the full control effect; nearly all actives have a fitted effect of over 60% in size
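Complex of BAZ2B and biotin-H3K14Ac (50 nM apiece) forms over 30 min at RT, then faces library compounds up to 110 uM for another 30 min; AlphaScreen beads added, 20 min dark incubation, luminescence read.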
The depositor's hits bear a star; i = inactive; ? = inconclusive; . = no result given; & = joins results of further samples; [ ] = dose if it differs, or a comment. Unless noted, calls come from the whole dose curve; as a rule, active = well fitted curve in the direction sought with a large enough effect; inconclusive = small, poorly fitted or top-dose-only effect, or another doubt; inactive = no such curve, though single readings can be large; an effect the other way counts as inactive or inconclusive. Potency is the fitted concentration of half-maximal effect.

Each structure is followed by: GLS inh, G9a block, BLM helicase inh, Pin1 inhibitor, JMJD2A Tudor, PGK inhibitor, HP1b binding inh, POLI inh, BAZ2B block
CCN1C[C@@H]2[C@@H]3C(=O)N(C)C(=O)[C@@H]3[C@](CC)(C(=O)OC)N2C1=NCc1ccccc1
    0%, ., ., -12%, -21%, -10%, -4%, 17%, .
Cc1cc(NS(=O)(=O)c2ccc(NC(=O)CCCOc3cccc(C)c3C)cc2)no1
    -15%, 0%, -3%, 2%, -3%, i, 24%, 23%, -16%
CC(C)NC(=O)Nc1ccc2c(c1)C(=O)N([C@H](C)CO)C[C@H](C)[C@@H](CN(C)S(=O)(=O)c1ccccc1)O2
    0%, ., ., -9%, -13%, -6%, 43%[activator], -16%, .
O=c1[nH]c2cc3c(cc2cc1CN(CCc1ccccc1)Cc1nnnn1CC1CCCO1)OCO3 (stereo unspecified)
    24%, ?, -5%, 4%, -7%, 1%, 26%, 6%[58.9 µM], -22%
CC(C)(C)c1ccc(C(=O)NCC(c2cccnc2)N2CCc3ccccc3C2)cc1 (stereo unspecified)
    -2%, ?, -4%, -3%, ?, i, ?, 10%, 3.2µM*
CCCCOCCCNc1ncnc2c1[nH]c1ccccc12
    13%, -6%[59 µM], -8%, ?, -20%, -8%, 21%, -2%, 4%
COc1ccc(CC(NC(C)=O)C(=O)NC2CCN(C(=O)C3CC3)CC2)cc1OC (stereo unspecified)
    7%, ?, -2%, -5%, -6%, -1%, 22%, 16%, -3%
CC1CC2(CCCC2)N(C(=O)c2ccccc2)Cc2ccccc21 (stereo unspecified)
    1%, 60%[activator][59 µM], -5%, 1%, 36%[activator], i, 50%[activator], 5%, 21%
O=C(c1ccc(Nc2cccc(C(F)(F)F)c2)nc1)N1CCCC1
    -1%, -1%[59 µM], -3%, 6%, -15%, -1%, 30%, 8%, -1%
Cc1ccccc1OCC(=O)Nc1cccc(S(=O)(=O)NC2=NCCC2)c1
    1%, 32%[12.7 µM], ., -1%, -13%, 0%, 23%, 15%, 4%
Cc1ccc(-n2c(O)c(C=Nc3ccc(S(=O)(=O)Nc4ncccn4)cc3)c3ccccc3c2=O)cc1C
    -7%, ?, -4%, -4%, 3%, -10%, 19%, -16%, -13%
Cc1ccc(C)c(N2CCN(C(=O)Cn3cnc4nc5c(cc4c3=O)CCCC5)CC2)c1
    4%, ?, 2%, -2%, -27%, i, 15%[57 µM], 11%, -26%
O=C(Cn1nc(-c2ccccc2)ccc1=O)NCc1ccc2c(c1)OCO2
    ?, 3%, -3%, 0%, -16%, 6%, 23%, 33%[activator], 0%
Cc1c(C(=O)OC2CCCCCC2)[nH]c2c1C(=O)CC(c1ccc(N(C)C)cc1)C2 (stereo unspecified)
    -3%, 5%[59 µM], -2%, 0%, ?, i, -12%, ?, ?
O=C(CO/N=C/c1c(Cl)cccc1Cl)NNC(=O)c1cccc(Cl)c1
    -11%, 8%, -1%, -3%, -15%, -2%, 28%, 61%[activator], -17%
Cn1c(NCc2ccc(Cl)cc2)nc2ccccc21
    1%, -4%, 2%, -7%, 5%, -10%, 24%, 32%[activator], 13%
O=c1n(Cc2ccccc2F)c2ccccc2n1Cc1ccccc1F
    0%, -16%[59 µM], -15%, 9%, 38%[activator], -3%, 163%, 20%, 116%[activator]
COc1ccc(C2=Nc3ccc(C)cc3NC(c3ccc(Cl)cc3)=N2)cc1
    3%, 7%[59 µM], 3%, -11%, -24%, ., 11%, 1%, -2%
Oc1ccc(/C(Cc2ccc3ccccc3n2)=N\Nc2ccccc2)c(O)c1
    -17%, 7.9µM*, -9%, 30%, 50µM*, -7%, 71µM*, 30%[activator], ?
O=C(CCS(=O)(=O)c1ccc2c(c1)NC(=O)CS2)NCc1cccs1
    1%, 3%, 0%, ?, -6%, -2%, 46%[activator], 22%, -10%[57.1 µM]
Cc1ccc(N2C(=O)NC(NS(=O)(=O)c3ccccc3)(C(F)(F)F)C2=O)cc1 (stereo unspecified)
    -7%, 11%, -2%, 0%, -13%, -2%, -14%, 11%, 1%
COc1ccccc1CCNC(=O)CNC(=O)c1ccc2ccccc2c1
    -7%, 4%, -1%, -8%&7%, -4%[57.1 µM], -3%, 14%[57 µM], 4%&-6%, 0%
O=C(O)CCC(=O)N1CCN(c2nc(-c3ccccc3)c3ccccc3n2)CC1
    -4%, 11%, 0%, -2%, 18%, i, 56%[activator], 4%, -3%
COCCNC(=O)C1CC(=O)N(C2CCCCC2)C1 (stereo unspecified)
    1%, -2%[59 µM], 2%, 2%, -22%, -12%, 35%, 7%, 3%
COc1cccc(/C=C/C(=O)Oc2ccc(C(=O)c3ccc(F)cc3)cc2)c1
    8%, 40%[59 µM], 0%, -4%, 5%, -9%, 38%, 19%, 6%
CCN1C(=O)[C@H]2[C@@H](c3ccc(-c4ccc(F)cc4)c(OC)c3)N[C@@](C)(C(=O)OC)[C@H]2C1=O
    -5%, ?, ., 1%, ?, -2%, 26%, ?, 56µM*
CN(C(=O)c1ccc(OC2CCN(C(=O)c3cccnc3)CC2)cc1)C1CCCCC1
    -1%, -5%, -3%, -8%, -8%, 8%, 36%, 57%[activator], -13%
CCOC(=O)C(Cc1ccccc1)C(=O)Nc1cccc(C)c1 (stereo unspecified)
    -6%, -12%[59 µM], -2%, 1%, -8%, -1%, 50%[activator], -6%, 1%
CCCSc1nc2c(cnn2-c2ccc(C)cc2)c(=O)[nH]1
    -5%, 1%, -7%, 6%, ?, 3%, 21%, ?, 8%
Cc1nn(C(C)(C)C)c(OC(=O)C(C)(C)C)c1Sc1ccccc1
    1%, 66%[activator][59 µM], -8%, 0%, 26%, i, 70%[activator], -15%, 79%[activator]

Next section
SMILES,GLS inh,G9a block,BLM helicase inh,Pin1 inhibitor,JMJD2A Tudor,PGK inhibitor,HP1b binding inh,POLI inh,BAZ2B block
O=C(Nc1cc(C(F)(F)F)ccc1Cl)c1cc2nc(-c3ccc4c(c3)OCO4)cc(C(F)(F)F)n2n1,-4%,-2%[59 µM],-2%,-1%,0%,4%,34%,34%[activator],-10%
C[C@@H]1CCC(=O)N(C[C@@H](C)CSc2ccc(Br)cc2)CC1,-1%,-5%[0.501 µM],.,-3%,19%,i,84%[activator],18%&19%,30%
COc1cccc(COc2nc3c(c(=O)n(C)c(=O)n3C)n2C)c1,-1%,10%[59 µM],-3%,3%,7%,-3%,46%[activator],16%,-3%
Cc1cccc(N2CCN(C(=O)c3cn(C4CCCCC4)c(=O)c4c3c3ccccc3n4C)CC2)c1C,-6%,-2%[59 µM],-9%,33%[activator],-28%,-7%,40%,20%,-1%
CCOc1ccc(NC(=O)NC2CCCCCCC2)cc1,3%,-5%,-1%,-3%,-11%,i,42%[activator],24%,-12%
CC(=O)N1CCN(c2ccc(NC(=O)c3ccc(Cl)c(Cl)c3)cc2)CC1,-4%,-10%,-2%,4%,-14%,-8%,21%,-1%,-1%
CCN1CCCC1CNC(=O)c1cc2c(-c3ccc(Cl)cc3)nn(C)c2s1 (stereo unspecified),10%,79µM*,184%[activator],10%,-34%,0%,4%,?,-27%
CCCCC(=O)OCC(=O)Nc1cccc(S(=O)(=O)NC2=NCCCCC2)c1,-3%,-5%,-2%,3%,?,-8%,-12%,24%,-1%
Cc1cccc(N2CCN(C(=O)Cn3c(=O)[nH]c4ccsc4c3=O)CC2C)c1 (stereo unspecified),3%,4%,-2%,?,6%,10%,15%,25%,?
COC(=O)c1sccc1NC(=O)COc1ccc(F)cc1Cl,-2%,27%,0%,0%,-3%,-6%,38%,2%,3%
O=c1[nH]c2ccc(Br)cc2o1,-6%,.,.,-1%,-13%,-3%,8%[57 µM],52%[activator],.

Reformatted as labelled records: entries from further up.
Cc1cccc(N2CCN(C(=O)c3cn(C4CCCCC4)c(=O)c4c3c3ccccc3n4C)CC2)c1C
  GLS inh: -6% | G9a block: -2%[59 µM] | BLM helicase inh: -9% | Pin1 inhibitor: 33%[activator] | JMJD2A Tudor: -28% | PGK inhibitor: -7% | HP1b binding inh: 40% | POLI inh: 20% | BAZ2B block: -1%

CCOc1ccc(NC(=O)NC2CCCCCCC2)cc1
  GLS inh: 3% | G9a block: -5% | BLM helicase inh: -1% | Pin1 inhibitor: -3% | JMJD2A Tudor: -11% | PGK inhibitor: i | HP1b binding inh: 42%[activator] | POLI inh: 24% | BAZ2B block: -12%

O=C(Nc1cc(C(F)(F)F)ccc1Cl)c1cc2nc(-c3ccc4c(c3)OCO4)cc(C(F)(F)F)n2n1
  GLS inh: -4% | G9a block: -2%[59 µM] | BLM helicase inh: -2% | Pin1 inhibitor: -1% | JMJD2A Tudor: 0% | PGK inhibitor: 4% | HP1b binding inh: 34% | POLI inh: 34%[activator] | BAZ2B block: -10%

Whole records from above:
Results for COC(=O)c1sccc1NC(=O)COc1ccc(F)cc1Cl : GLS inh = -2%; G9a block = 27%; BLM helicase inh = 0%; Pin1 inhibitor = 0%; JMJD2A Tudor = -3%; PGK inhibitor = -6%; HP1b binding inh = 38%; POLI inh = 2%; BAZ2B block = 3%
Results for O=C(Nc1cc(C(F)(F)F)ccc1Cl)c1cc2nc(-c3ccc4c(c3)OCO4)cc(C(F)(F)F)n2n1 : GLS inh = -4%; G9a block = -2%[59 µM]; BLM helicase inh = -2%; Pin1 inhibitor = -1%; JMJD2A Tudor = 0%; PGK inhibitor = 4%; HP1b binding inh = 34%; POLI inh = 34%[activator]; BAZ2B block = -10%

A portion of the library; rates above refer to the full screens.
